D2 antagonist = HTS Assay for Allosteric Antagonists of the Human D2 Dopamine Receptor: Primary Screen for Antagonists; HEK293 TREx D2 cells, calcium flux, dopamine EC80; AID 485344, 2010; 2% of 340,000 active; inhibition, % at 10 µM; in the data active means inhibition above about 30%; further: 0% is about no effect
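Dopamine at EC80 is the agonist stimulus; test compounds precede it by 180 s. Calcium flux read kinetically in a force-coupled, inducible HEK293 T-REx D2 cell line.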
TrxR1 substrate = qHTS Assay for Substrates of Mammalian Selenoprotein Thioredoxin Reductase 1 (TrxR1): qHTS; Thioredoxin reductase 1, cytoplasmic (Rattus norvegicus), O89049; Potency, µM (doses to about 114 µM), for inactives: at the highest dose activity change, negative = substrate turnover; AID 588456, 2011; 0.01% of 390,000 active; purified TrxR1 substrate turnover, NADPH consumption readout; further: potency means the concentration at half of the fitted maximal effect; on the % scale 0 is the no-effect control and ±100 the full control effect; nearly all actives have a fitted effect of over 50% in size
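Rat TrxR1, dispensed at 90 nM, was prereduced with 400 uM NADPH (final) for 5 min at ~22 deg C, then incubated with compound 15 min before 400 uM selenite. A first-read NADPH fluorescence drop versus no-compound background flagged substrates.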
PI4K2A inh = qHTS for small molecular inhibitors of PI4K2A | purified PI4K2A, ADP-Glo luminescence, 1 h; active compounds read low | activity change, negative = inhibition, % at 76.9 µM | 0.13% of 420,000 active; in the data active means activity change below about -50%; inconclusive means mostly about -30% to -49%;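 further: -100% = wells without enzyme as full effect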
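PI4K2A activity was measured by ADP-Glo luminescence: enzyme (4 ug/mL stock) and phosphatidylinositol (1.2 mM stock) in Tris pH 7.5/MgCl2/EGTA/Triton X-100 buffer were reacted with ATP (300 microM stock) for one hour at ambient temperature.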
USP1-UAF1 inh = Inhibitors of USP1/UAF1: Primary Screen; recombinant USP1/UAF1, Ub-Rhodamine cleavage fluorescence; Potency, µM (top dose mostly 57.1 µM), for the others: top-dose activity change, negative = inhibition, most hits filed as inhibitors; 0.23% of 390,000 active; further: potency means the concentration at half of the fitted maximal effect; on the % scale 0 is the no-effect control and ±100 the full control effect; nearly all actives have a fitted effect of over 60% in size; inactives centre near -12
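1 nM enzyme complex + cpd, 15 min RT; start with Ub-Rho 150nM final; kinetic fluorescence ex 480/em 540, 6 reads q60 s. Buffer 50mM HEPES pH 7.8, 0.5mM EDTA, 0.1 mg/ml BSA, 1mM TCEP, 0.01% Tween-20.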
IDH1 R132H inh = qHTS for Inhibitors of mutant isocitrate dehydrogenase 1 (IDH1): qHTS. 0.093% of 390,000 active. IDH1-R132H enzyme, NADPH consumption, diaphorase/resazurin fluorescence. Isocitrate dehydrogenase [NADP] cytoplasmic (Homo sapiens), O75874. Potency, µM (top dose mostly 76.6 µM), without a hit: at the highest dose activity change, negative = inhibition, hits mostly inhibitors; further: potency means the concentration at half of the fitted maximal effect; on the % scale 0 is the no-effect control and ±100 the full control effect; nearly all actives have a fitted effect of over 65% in size
Target sequence (O75874 whole entry R132H, stated change not applied): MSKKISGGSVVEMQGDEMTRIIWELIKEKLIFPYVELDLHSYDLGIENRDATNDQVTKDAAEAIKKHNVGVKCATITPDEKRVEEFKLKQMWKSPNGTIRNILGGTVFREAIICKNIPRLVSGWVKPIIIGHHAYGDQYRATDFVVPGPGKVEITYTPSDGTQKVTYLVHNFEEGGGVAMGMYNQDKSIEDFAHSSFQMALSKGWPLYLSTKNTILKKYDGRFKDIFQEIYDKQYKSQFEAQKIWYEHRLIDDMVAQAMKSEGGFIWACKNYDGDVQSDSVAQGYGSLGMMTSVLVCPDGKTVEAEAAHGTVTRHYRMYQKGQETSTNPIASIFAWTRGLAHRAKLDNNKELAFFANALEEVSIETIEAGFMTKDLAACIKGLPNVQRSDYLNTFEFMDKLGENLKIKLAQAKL
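IDH1-R132H (0.5 ug/mL) preincubated 30 min with compound, then NADPH (0.016 mM) and alpha-KG (2 mM) added; 80 min at RT, pH 7.5. Remaining NADPH coupled via diaphorase/resazurin to fluorescence (540/590 nm); concentration-response curves normalized to no-enzyme control.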
TRHR agonist = qHTS for Small Molecule Agonists and Allosteric Enhancers of Human TRH Receptor: Primary Screen for Agonists; Thyrotropin-releasing hormone receptor (Homo sapiens), P34981; TRHR cells, calcium flux fluo-8, FDSS agonist mode; activation, % at 2 µM; 0.18% of 360,000 active; AID 493084, 2011; in the data active means activation above about 30%; further: 0% is about no effect
Target sequence (P34981 whole entry, looked up): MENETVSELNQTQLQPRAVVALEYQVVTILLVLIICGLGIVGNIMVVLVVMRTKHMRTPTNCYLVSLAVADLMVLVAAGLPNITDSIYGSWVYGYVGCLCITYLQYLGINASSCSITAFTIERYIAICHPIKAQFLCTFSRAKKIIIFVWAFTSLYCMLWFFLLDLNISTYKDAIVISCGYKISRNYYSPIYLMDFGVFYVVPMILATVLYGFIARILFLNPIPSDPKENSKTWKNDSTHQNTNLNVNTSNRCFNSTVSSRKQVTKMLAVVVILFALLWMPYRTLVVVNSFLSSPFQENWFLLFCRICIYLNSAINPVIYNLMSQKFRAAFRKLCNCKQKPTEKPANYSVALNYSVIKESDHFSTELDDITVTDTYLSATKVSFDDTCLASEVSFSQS
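In this calcium-flux screen, cells bearing human TRHR are dye-loaded with fluo-8, baselined for 10 cycles, then exposed to library compounds; positive kinetic calcium responses during the agonist phase mark hits, with TRH as control.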
TRHR enhancer = qHTS for Small Molecule Agonists and Allosteric Enhancers of Human TRH Receptor: Primary Screen for Enhancers. Thyrotropin-releasing hormone receptor (Homo sapiens), P34981. 0.66% of 360,000 active. TRHR cells, fluo-8 calcium fluorescence, EC20 TRH enhancement. AID 493056, 2011. enhancement, % at 2 µM; in the data active means enhancement above about 30%; further: 0% is about no effect
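TRHR-expressing cells loaded with fluo-8 calcium dye were read kinetically (ex 480/em 530) during compound addition, then stimulated with an EC20 of TRH (10 nM final). Enhancement of the Gq-mediated intracellular calcium response was scored.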
rTrxR1 inhibitor = qHTS Assay for Inhibitors of Mammalian Selenoprotein Thioredoxin Reductase 1 (TrxR1): qHTS | Potency, µM (series often up to 114 µM), for the others: at the highest dose activity change, negative = inhibition, most hits filed as inhibitors | 1% of 390,000 active | AID 588453, 2011 | Thioredoxin reductase 1, cytoplasmic (Rattus norvegicus), O89049 | recombinant rTrxR1, NADPH fluorescence consumption, selenite substrate; further: potency means the concentration at half of the fitted maximal effect; on the % scale 0 is the no-effect control and ±100 the full control effect; nearly all actives have a fitted effect of over 65% in size
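Rat TrxR1 (90 nM in the dispensed reagent) was pre-reduced with 400 uM NADPH for 5 min at room temperature, then incubated with compound for 15 min. After 400 uM selenite was added, NADPH fluorescence (Ex 340/Em 450 nm) was followed for 8 min.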
D2 agonist = HTS Assay for Allosteric Agonists of the Human D2 Dopamine Receptor: Primary Screen for Agonists; activation, % at 2 µM; 0.53% of 340,000 active; D(2) dopamine receptor (Homo sapiens), P14416; HEK293 T-REx D2 cells, calcium flux agonist mode;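 active means activation over 3 SD above normal in the single-dose calcium agonist read, cut at about 30% in these data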; further: 0% is about no effect
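Tetracycline-induced HEK293 Trex cells with D2 receptor force-coupled to calcium signaling, plated overnight at 30 C and loaded with no-wash calcium dye. Calcium flux read kinetically for 180 s after compound addition; responses flag agonists.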
Numbers without * were called inactive; ? = inconclusive; / = no result given; & = joins results of further samples; [ ] = another dose, or the depositor's remark. Unless noted, the call rests on the fitted dose curve; in most records, active means well fitted inhibition curve with a large enough effect; inconclusive means small, poorly fitted or top-dose-only effect; inactive means no such curve, though single readings can be large or run the other way.

nr	molecule	D2 antagonist	TrxR1 substrate	PI4K2A inh	USP1-UAF1 inh	IDH1 R132H inh	TRHR agonist	TRHR enhancer	rTrxR1 inhibitor	D2 agonist
1	Cc1ccc(SCCNC(=O)c2ccc(CN3CCOCC3)cc2)cc1	-9	-2%[57.1 µM]	-1	-23%	4%	0.1	-1	6%[57.1 µM]	-0.8
2	CCc1ccc(N(CC(=O)NC(C)(C)CC)C(=O)CCC(=O)Nc2nccs2)cc1	0	4%	-1	-14%	0%	0.6	15	9%[57.1 µM]	0.4
3	CC(=O)N1c2ccc(S(=O)(=O)NCCC(=O)Nc3ccc(Br)c(C)c3)cc2CC1C (stereo unspecified)	/	-2%	0	-15%	-15%	-0.2	1	17%	-0.2
4	CC(C)C1C(C#N)=C(N)SC(N)=C1C#N	-11	-3%	11	-10%	1%	-0.4	-3	-26%	0.9
5	CCN1C[C@@H]2[C@@H]3C(=O)N(Cc4ccccc4)C(=O)[C@@H]3[C@](Cc3ccccc3)(C1=O)N2C(=O)c1ccc(Cl)c(Cl)c1	/	0%[57.1 µM]	0	-23%	-30%	/	/	-8%[57.1 µM]	/
6	CCN1CCCC1CNC(=O)c1cc(S(=O)(=O)CC)c(N)cc1OC (stereo unspecified)	/	3%[57.1 µM]	4&2	/	/	-0.2&-0.1	0&-2	?	/
7	Cc1cc(C)c2cc(CN(CCO)C(c3nnnn3Cc3ccc(F)cc3)C(C)C)c(=O)[nH]c2c1 (stereo unspecified)	-16	/	/	/	/	0.3	2	/	-0.9
8	O=C(OCc1c(F)cccc1Cl)c1cccnc1Cl	-5	3%	1	-4%	0%	-0.4	0	10%	-1.7
9	O=C(NNC(=O)c1cccc2ccccc12)c1ccccc1O	-9	-7%	-4	-6%	-10%	0.7	-1	3%	-0.7
10	Cc1cc(NS(=O)(=O)c2ccc(NC(=O)/C=C/c3ccc(Br)cc3)cc2)no1	-10	-15%	-3	-7%	-1%	0.1	4	-13%	-1.3
11	CCn1cc(/C=C(\NC(=O)c2ccc(OC)c(OC)c2)C(=O)N2CCN(C)CC2)c2ccccc21	12	-1%[57.1 µM]	1	-24%	-12%	0.6	2	0%[57.1 µM]	1.1
12	CN1C/C(=C/c2cccnc2)C(=O)/C(=C/c2cccnc2)C1	-9	-11%	-12	-14%	5%	0.6	6	10µM*	4.7
13	COc1ccc(/C=C/C(=O)c2ccc3c(c2)OCCO3)cc1[N+](=O)[O-]	13	-12%	7	-9%	10%	-0.2	-3	-14%	0.6
14	CCn1c(COc2cccc3ccccc23)nnc1SCC(=O)OC1CCCCC1	-8	2%[2.29 µM]	-1	-18%	-1%	0.3	1	-13%[2.29 µM]	0.3
15	CC1=NN(c2ccc(C(=O)O)c(N)c2)C(=O)C1	-3	1%[57.1 µM]	?	-13%	-10%	0.1	6	-3%[57.1 µM]	-0.1
16	Cc1ccc([N+](=O)[O-])cc1S(=O)(=O)N1CCNCC1	-4	4%	2	-5%	-5%	0.1	-5	?	-0.2
17	O=C1C2CC=CCC2C(=O)N1Nc1ccccc1 (stereo unspecified)	9	0%[57.1 µM]	3	-5%	9%	0.1	1	5%[57.1 µM]	0.4
18	O=C1[C@H](Cc2ccccc2)NCCCC[C@@H](c2ccc(Cl)cc2)N1Cc1ccccc1	/	-1%&-11%	3	-10%	?	/	/	0%&2%	/
19	Cc1ccc(-c2nc(S(=O)(=O)c3ccc(C)cc3)c(N3CCCCCC3)o2)cc1	/	4%	-1	?	/	1.1	-1	16%	1.0
20	C#CCOCCOCCOCCNc1nc(N2CCN(C(=O)Cn3cc(CCCN=C(N)N)nn3)CC2)nc(N2CCN(C(=O)[C@H]([C@@H](C)CC)n3cc(CCC(=O)O)nn3)CC2)n1	-18	3%[57.1 µM]	1	-16%	-1%	0.5	-4	5%[57.1 µM]	-0.1

2 of the compounds above, with values under each structure:
The line under a structure holds: D2 antagonist	TrxR1 substrate	PI4K2A inh	USP1-UAF1 inh	IDH1 R132H inh	TRHR agonist	TRHR enhancer	rTrxR1 inhibitor	D2 agonist
15) CC1=NN(c2ccc(C(=O)O)c(N)c2)C(=O)C1
 : -3	1%[57.1 µM]	?	-13%	-10%	0.1	6	-3%[57.1 µM]	-0.1
16) Cc1ccc([N+](=O)[O-])cc1S(=O)(=O)N1CCNCC1
 : -4	4%	2	-5%	-5%	0.1	-5	?	-0.2

(next part)
nr	molecule	D2 antagonist	TrxR1 substrate	PI4K2A inh	USP1-UAF1 inh	IDH1 R132H inh	TRHR agonist	TRHR enhancer	rTrxR1 inhibitor	D2 agonist
21	CC1CCN(C(=O)COC(=O)C2CCN(S(=O)(=O)c3ccc(Cl)c(C(F)(F)F)c3)CC2)CC1	1	0%	2	-19%	3%	0.4	-3	7%	0.5
22	CC(C)n1cc(/C=N\NC(=O)c2cc3c(ccc4ccccc43)o2)c2ccccc21	0	3%	5	-24%	0%	-0.2	7	13%	-0.7
23	COc1ccc(S(=O)(=O)N2CCN(c3ccccn3)CC2)cc1[N+](=O)[O-]	-2	10%[57.1 µM]	-4	-16%	7%	1.3	0	21%[57.1 µM]	1.5
24	O=C(CSc1nnnn1-c1ccc(F)cc1)Nc1ccccc1F	3	7%[57.1 µM]	-6	-13%	7%	-1.7	24	17%[57.1 µM]	0.8
25	CCn1c(C)nnc1SCC(=O)Nc1ccc(Cl)cc1	/	1%	2	-8%	0%	0.4	4	18%	/
26	Cc1ccc(NC(=O)COc2cccnc2[N+](=O)[O-])cc1S(=O)(=O)N1CCOCC1	/	-5%	5	-9%	14%	0.1	2	10%[57.1 µM]	/
27	COc1ccc(-c2noc(CN(C)Cc3ccccc3)n2)c(OC)c1OC	-6	-11%	-1	-1%	0%	-0.5	-2	-3%	0.4
28	Cc1cnc(NC(=O)CSc2nnc(COc3c(C)cccc3C)o2)s1	-7	-5%[57.1 µM]	1	-18%	12%	-0.4	1	8%[57.1 µM]	-1.4
29	Cc1cc(C)cc(C(=O)NCCc2csc(-c3ccc(C(F)(F)F)cc3)n2)c1	/	-1%[57.1 µM]	1	-5%	7%	1.2	-2	14%[57.1 µM]	1.4
30	CC(=O)O[C@]1(C(C)=O)CC[C@H]2[C@@H]3C=C(Cl)C4=CC(=O)CC[C@]4(C)[C@H]3CC[C@@]21C	-5	3%	1&2	-30%	5%	-0.7	20	13%	1.2
31	O=C(NCCO)/C(=C\c1cccc([N+](=O)[O-])c1)NC(=O)c1ccco1	5	-13%	-1	-18%	3%	-0.3	-6	-17%	0.3
32	CC(C)n1cnc2c(N(C)c3ccccc3)nc(N(CCN(C)C)Cc3ccccc3)nc21	34*	6%[57.1 µM]	3	-1%	-5%	4.0	-6	13%[57.1 µM]	-0.2
33	O=C(Nc1ccc(F)cc1)c1cccc(N2C(=O)c3ccccc3C2=O)c1	-1	1%[57.1 µM]	-1	-9%	4%	-0.1	0	-1%[57.1 µM]	-1.2
34	O=C(Nn1cnc2ccccc2c1=O)c1ccc(F)cc1Cl	/	6%	2	7%	1%	/	/	27%	/
35	O=C(C1=C(O)C(=O)N(c2ccccc2)C1c1ccc([N+](=O)[O-])cc1)c1cccs1 (stereo unspecified)	-4	-3%[57.1 µM]	1	2%	-1%	0.2	-2	-10%[57.1 µM]	0.6
36	O=C(NCc1cccs1)c1ccc2c(c1)OCCO2	-1	0%	-1	-14%	6%	-0.5	-2	3%	0.0
37	COc1ccc(C(=O)OCC(=O)c2ccc3c(c2)NC(=O)CO3)cc1[N+](=O)[O-]	/	-2%[57.1 µM]	-1	-12%	4%	/	/	14%[57.1 µM]	/
38	O=C(OC(C(=O)NCc1ccc2c(c1)OCO2)c1ccncc1)c1ccc(Cl)nc1 (stereo unspecified)	4	4%	0	-13%	0%	0.0	1	11%	1.3
39	O=C(NCCc1ccco1)C(=O)NCC1CCCN1S(=O)(=O)c1ccccc1 (stereo unspecified)	-10	4%[57.1 µM]	-16	-6%	12%	-0.3	13	2%[57.1 µM]	0.0
40	O=C(Nc1ccccc1-c1nnn(CC(=O)N2CCOCC2)n1)c1ccc(F)cc1	-3	-8%	3	-8%	0%	0.2	1	-2%	0.2
41	COc1ccc(C)cc1S(=O)(=O)Nc1cc2c3c(c1)CCN3C(=O)CC2	-5	-6%[57.1 µM]	0	-7%	-11%	0.4	1	-9%[57.1 µM]	-0.3
42	CCN1CCN(C(=O)/C=C/c2ccc(C)o2)CC1	24	-12%	-4	-21%	3%	1.6	-2	-33%	1.3
43	COc1ccc(OC)c2sc(NC(=O)c3ccc(S(=O)(=O)N4CCOCC4)cc3)nc12	-9	16%[57.1 µM]	-2	-13%	0%	0.6	2	6%[57.1 µM]	1.5
44	Cc1ccc(NC(=O)COc2coc(CN3CCc4ccccc43)cc2=O)cc1Cl	-1	2%	-6	-5%	5%	-0.1	3	29%[57.1 µM]	-0.6
45	CCC(CC)C(=O)NCc1ccc(OC)cc1	9	-2%	0	5%	-11%	1.1	-1	21%	-0.4
46	CSc1ncc(C(=O)N2CCN(c3cccc(Cl)c3)CC2)c(C)n1	/	-6%	4	-18%[11.4 µM]	23%	0.1	6	12%	-0.6
47	O=C(Nc1cccc([N+](=O)[O-])c1)c1cc2ccccc2cc1O	11	0%	-7	-18%	6%	4.5	-3	29%	15
48	CN(CC(=O)Nc1ccc(N2CCOCC2)cc1)C(=O)CSc1ccc(Br)cc1	2	-3%	-5	-2%	1%	1.7	-2	5%	-0.6

Source: PubChem (National Center for Advancing Translational Sciences (NCATS))
